Screening results as filed in PubChem BioAssay.
KAT2A inh = inhibitors of human GCN5L2 histone acetyltransferase | Q92830 | GCN5L2 HAT assay, ThioGlo1 CoA-SH fluorescence | Potency, µM (highest dose often 58.9 µM), inactives show at the highest dose activity change, negative = inhibition, hits mostly inhibitors | 390,000 compounds, 0.21% hits
Target sequence (Q92830 whole entry, looked up): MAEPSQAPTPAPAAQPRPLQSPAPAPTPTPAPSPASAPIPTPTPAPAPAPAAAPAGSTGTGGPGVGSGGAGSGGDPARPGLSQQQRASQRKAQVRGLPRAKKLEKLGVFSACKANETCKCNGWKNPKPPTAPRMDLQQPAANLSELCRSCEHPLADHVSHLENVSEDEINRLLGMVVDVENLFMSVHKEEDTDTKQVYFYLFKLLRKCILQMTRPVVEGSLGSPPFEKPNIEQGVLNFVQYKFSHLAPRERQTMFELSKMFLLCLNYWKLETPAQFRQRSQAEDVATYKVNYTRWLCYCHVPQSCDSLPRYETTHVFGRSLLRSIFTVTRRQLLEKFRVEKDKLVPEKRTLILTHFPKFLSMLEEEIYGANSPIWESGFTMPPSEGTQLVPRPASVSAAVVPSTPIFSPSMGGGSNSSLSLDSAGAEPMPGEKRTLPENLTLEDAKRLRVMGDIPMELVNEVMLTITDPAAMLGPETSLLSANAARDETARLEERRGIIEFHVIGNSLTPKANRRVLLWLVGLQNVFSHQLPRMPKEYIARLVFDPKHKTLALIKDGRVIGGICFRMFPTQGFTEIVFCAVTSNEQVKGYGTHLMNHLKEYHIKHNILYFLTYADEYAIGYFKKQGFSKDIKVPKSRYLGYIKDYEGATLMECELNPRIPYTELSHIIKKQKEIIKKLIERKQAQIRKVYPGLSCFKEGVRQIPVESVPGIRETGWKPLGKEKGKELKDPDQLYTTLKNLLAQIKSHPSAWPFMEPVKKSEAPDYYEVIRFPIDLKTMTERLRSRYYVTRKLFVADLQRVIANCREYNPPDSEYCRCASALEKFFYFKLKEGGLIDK
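GCN5L2 (20 nM) in 50mM HEPES pH 7.5, 0.1mM EDTA, 0.01% Tween-20 preincubated 15 min with compounds at room temperature. Reaction started with H3(1-25) 75uM, acetyl-CoA 70uM, ThioGlo1 50uM; CoA-thiol fluorescence (Ex340/Em540) read at 0 and 20 min.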
TDP1 cell noCPT = qHTS for Inhibitors of human tyrosyl-DNA phosphodiesterase 1 (TDP1): qHTS in cells in absence of CPT; Potency, µM (top dose mostly 46.2 µM), for the others: top-dose activity change, negative = growth inhibition, usual class: inhibitors; 420,000 compounds, 15% hits; DT40 Tdp1-/- hTDP1 cells, no CPT, ATP luminescence, 48 h; also: nearly all actives have a fitted effect of over 55% in size
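Stably hTDP1-transfected Tdp1-null chicken DT40 cells were treated with library compounds minus camptothecin and grown for at least 48 hr at 37 °C, after which cellular ATP was quantified by luminescence.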
TDP1 cell CPT = DT40-hTDP1 cell growth loss with CPT; chicken DT40 Tdp1-/-;hTDP1 cells + 20 nM CPT, ATP luminescence, 48 h; Potency, µM (series often up to 46.2 µM), for the others: top-dose activity change, negative = growth inhibition, actives largely listed as inhibitors; 420,000 compounds, 12% hits; also: nearly all actives have a fitted effect of over 55% in size
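Chicken DT40 Tdp1-/- cells stably complemented with human TDP1 were seeded at 400 cells/well in medium containing 20 nM camptothecin, exposed to pin-transferred compounds, and grown at 37 °C for at least 48 hr. Viability was read as ATP luminescence.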
An asterisk follows results filed as active; ? = inconclusive; · = no result given; & = joins results of further samples; [ ] = another dose, or the depositor's remark. Calls follow the shape of the dose curve; as a rule, active = well fitted curve in the direction sought with a large enough effect; inconclusive = small, poorly fitted or top-dose-only effect, or another doubt; inactive = no such curve, though single readings can be large; an effect the other way counts as inactive or inconclusive. % is scaled to controls: 0 for no effect and ±100 for the full control effect; potency is read from the fitted curve at half-maximal effect. These rows are one share of the data; count on the stated rates, not on these rows.

A first look, 2 compounds:
Values in the order: KAT2A inh, TDP1 cell noCPT, TDP1 cell CPT
> COc1ccc(C2C(=O)N(C3CCCCCC3)CC(=O)N2Cc2ccc(C)cc2)cc1 (centres undefined)
  -10%, 26µM*, 23µM*
> COc1cc2nc(N3CCCCC3)nc(NC(C)C)c2cc1OC
  ·, ?, 5µM*

The listing, from the first entry:
Values in the order: KAT2A inh, TDP1 cell noCPT, TDP1 cell CPT
> COc1ccc(C2C(=O)N(C3CCCCCC3)CC(=O)N2Cc2ccc(C)cc2)cc1 (centres undefined)
  -10%, 26µM*, 23µM*
> COc1cc2nc(N3CCCCC3)nc(NC(C)C)c2cc1OC
  ·, ?, 5µM*
> C[N+]1(C)CCCC(OC(=O)C(O)(c2ccccc2)c2ccccc2)C1 (centres undefined)
  1%, -2%, 1%
> Cc1ccc(S(=O)(=O)CCC(=O)OCC(=O)NCCc2ccccc2)cc1
  3%, -2%, 11%
> COc1ccc(NC(=O)COC(=O)CNC(=O)COc2ccccc2)cc1OC
  0%, ?, -16%
> Cc1ccsc1CN(C)CC(=O)N(C)CC(=O)Nc1c(Cl)cccc1Cl
  ·, -24%, 5%
> Cc1c(C(=O)Nc2cccc([N+](=O)[O-])c2)sc2ncn(CC(=O)N3CCOCC3)c(=O)c12
  -4%, -30%, ?
> CCCCNC(=O)C1(O)c2cc(Br)ccc2NC(=O)N1c1cccc(OC)c1 (centres undefined)
  -24%, 16%, 9%
> CN1CCN(C(=S)NC(=O)c2ccc(Cl)cc2)CC1
  -10%, ?, ?
> OC[C@@H]1CN(Cc2ccc3c(c2)OCO3)C[C@H](n2cnc3c(NCc4ccncc4)ncnc32)O1
  ·, -12%, -18%
> Cc1ccc(C(c2c(NC(=O)c3ccco3)sc(C)c2C)N2CCOCC2)cc1 (centres undefined)
  ·, ?, ?
> COCC(C)n1c(SC(C)C(=O)NC2CCCCC2C)nc2ccccc2c1=O (centres undefined)
  1%, ?, ?
> Cc1cc(C)c2nc(NC(=O)c3ccc(S(=O)(=O)N4CCCC4)cc3)sc2c1
  -7%, -23%, -20%
> COc1ccc(C2=NS(=O)(=O)N(C)C(C(=O)NCc3ccco3)=C2)cc1OC
  -5%, -27%, ?
> COc1ccccc1CN(C)C(=O)COC(=O)c1ccc(Cl)nc1
  -16%, ?, -16%

Reprinted at random: 6 entries already listed.
Values in the order: KAT2A inh, TDP1 cell noCPT, TDP1 cell CPT
> Cc1cc(C)c2nc(NC(=O)c3ccc(S(=O)(=O)N4CCCC4)cc3)sc2c1
  -7%, -23%, -20%
> COc1cc2nc(N3CCCCC3)nc(NC(C)C)c2cc1OC
  ·, ?, 5µM*
> Cc1ccc(C(c2c(NC(=O)c3ccco3)sc(C)c2C)N2CCOCC2)cc1 (centres undefined)
  ·, ?, ?
> C[N+]1(C)CCCC(OC(=O)C(O)(c2ccccc2)c2ccccc2)C1 (centres undefined)
  1%, -2%, 1%
> OC[C@@H]1CN(Cc2ccc3c(c2)OCO3)C[C@H](n2cnc3c(NCc4ccncc4)ncnc32)O1
  ·, -12%, -18%
> Cc1ccsc1CN(C)CC(=O)N(C)CC(=O)Nc1c(Cl)cccc1Cl
  ·, -24%, 5%

New compounds follow
Values in the order: KAT2A inh, TDP1 cell noCPT, TDP1 cell CPT
> Cc1nn(CC(=O)N2CCc3ccccc32)c(C)c1S(=O)(=O)NC(C)(C)C
  -2%, -22%, -27%
> CC(C)CCNC(=O)C12CN(Cc3ccccc3)CC1C(c1ccc([N+](=O)[O-])cc1)=NO2 (centres undefined)
  -29%, ?, ?
> Cc1cnc(SCc2ccccn2)nc1C1CCCN(Cc2ccsc2)C1 (centres undefined)
  ·, 15µM*, 15µM*
> O=C(/C=C/c1ccco1)NC(=S)Nc1cccc(-c2nc3ccccc3o2)c1
  -16%, 3.3µM*, 4.6µM*
> COc1cc(CN2CCCC(n3cc(C(=O)N4CCCCC4)nn3)C2)cc(OC)c1OC (centres undefined)
  ·, -2%, -10%[9.04 µM]
> CCc1ccc(Nc2ncccc2C#N)cc1
  -17%, -7%, -10%
> Cc1ccccc1CN1CCN(S(=O)(=O)c2ccc(Cl)s2)CC1
  -19%, ?, 23µM*
> O=C(Nc1ccccc1)N(C1=NCCCCS1)c1cccc2ccccc12
  -4%, -14%, -6%
> CNc1nnc(-c2cccc(N(C)C)c2)s1
  -6%, -12%, -5%
> COc1ccc(C(=O)Nc2nnc(C3=COCCO3)o2)cc1OC
  -1%, -10%, -11%
> Cc1csc2nc(COc3ccc(NC(=O)c4ccccc4F)cc3)cc(=O)n12
  -2%, -20%, -5%
> N#Cc1cccc(NC(=O)c2cc(C3CCCCN3C(=O)c3ccccn3)on2)c1 (centres undefined)
  ·, ?, 23µM*
> CCOc1ccc(OCC)c(NC(=O)C2CCN(c3cnccn3)CC2)c1
  -11%&-5%, 7%&-24%, 5%&-17%
> CC(=O)Nc1ccc(NC(=O)C(C)Oc2ccccc2C(=O)NCc2ccccc2)cc1 (centres undefined)
  1%, ?, ?
> CN(C)/C=C(/C(=O)c1ccccc1)n1cncn1
  -16%, -4%, 5%
> CCCC(=O)NC(=S)Nc1ccc(S(=O)(=O)N2CCc3ccccc32)cc1
  ·, 21µM*, ?
> CC(=O)OC1CCC2(C)C(CCC3C2CC(OC(C)=O)C2(C)C3C[C@@H]3O[C@]4(CC[C@@H](C)CO4)[C@@H](C)C32)C1 (some centres undefined)
  ·, 5%, 19%
> Cc1cccc(C)c1NC(=O)N1CCC(n2c(=O)[nH]c3ccccc32)CC1
  3%, 5%, 7%
> CC[C@]12c3[nH]c4ccccc4c3CCN1C(=O)C(CC(=O)NCCC1=CCCCC1)C[C@@H]2C(=O)N1CCN(C(=O)c2ccco2)CC1 (some centres undefined)
  -2%, ?, ?
> Nc1nc2ccc(Br)cc2o1
  ·, -2%, 5%
> Cc1oc(C(C)(C)C)cc1C(=O)NC(Cc1ccccc1)C(=O)O (centres undefined)
  33%[activator], -4%, -4%
> Cn1cc([N+](=O)[O-])c(C(=O)NCC(=O)O)n1
  -5%, 2%, 0%
> Cc1ccccc1NC(NC(=O)OCCn1c([N+](=O)[O-])cnc1C)C(Cl)(Cl)Cl (centres undefined)
  8%, -26%, -12%
> O=C(CCCCCNC(=O)N1CCn2c1nc1ccccc12)N[C@H](Cc1ccccc1)C(=O)O
  9%, 2%, -2%
> Cc1ccc(S(=O)(=O)N2c3ccccc3OCC2C(C)(C)C)cc1 (centres undefined)
  -8%, -23%, ?
> CC(C)(C)c1ccc(NC(=O)COC(=O)c2ccc(NS(=O)(=O)c3ccc(F)c(F)c3)cc2)cc1
  -16%, ?, -21%
> Cc1ccccc1NC(=O)C1CC(=O)OC12CCOC(C)(C)C2 (centres undefined)
  -15%, 3%, 14%
> CCCOc1ccc(C(=O)NC2CCSc3ccccc32)cc1 (centres undefined)
  3%, ?, -16%
> COc1cc(OC)c(OC)cc1/C=N/NC(=O)CCc1c(C)n[nH]c1C
  -2%, ?, -1%
> O=C(CNC(=O)c1ccco1)Nc1ccc(Cl)cc1
  -25%, 2%, -1%
> CC(C)n1cnc2c(Nc3ccc(F)c(Cl)c3)nc(NCCO)nc21
  0%, -35%, ?
> C=CCOc1ccc(C2CC(C)=NN2c2ccccc2)cc1 (centres undefined)
  -1%, ?, -29%
> CCCSc1nc2c(c(=O)n(C)c(=O)n2C)n1C
  2%, -25%, -4%
> CC(=O)NCCn1c(SCC(=O)NC2CCCCC2)nc2ccccc2c1=O
  -10%, -3%, 12%
> Cc1c(Cl)cnc(NC(=O)COC(=O)c2cccc(S(=O)(=O)N3CCOCC3)c2)c1Cl
  ·, -3%, -1%
> O=C(C1=C[C@H](C2CCCCC2)C[C@H](OCc2ccc(CO)cc2)O1)N1CCOCC1
  0%, ?, ?
> CCN(C(=O)c1ccc2c(SCC(=O)O)c3c(nc2c1)CCC3)c1cc(Cl)ccc1OC
  -8%, -13%, -3%
> FC(F)(F)c1ccc(Cl)c(NC(=S)N/N=C/c2ccccc2Cl)c1
  -5%, ?, ?
> Cc1noc(C)c1COc1ccc(CC(=O)NCCc2ccccc2)cc1
  -7%, ?, -18%
> O=C(NNC1=NCCC1)c1cccc(S(=O)(=O)N2CCCCC2)c1
  -1%, -5%, -3%
> COc1ccc(C2CC(=O)Nc3cc(OC)c(OC)cc32)cc1 (centres undefined)
  ·, -28%, -21%
> COc1cc(C(=O)NC(=S)Nc2ccc(Cc3ccncc3)cc2)cc(OC)c1OC
  17%, ?, ?
> O=C(O)C1CCCCC1C(=O)NCc1ccc(F)cc1 (centres undefined)
  1%, -3%, -2%
> CSc1ncnc2c1ncn2CCCN1CCN(C(=O)C2CC2)CC1
  ·, ?, 6%
> COc1cc(NC(=O)c2ccco2)c(OC)cc1NC(=O)CSc1ncc(-c2ccc(F)cc2)[nH]1
  1%, 26µM*, ?
> Cc1nc(NC(C)c2ccccc2)sc1C(=O)Nc1ccccc1 (centres undefined)
  -6%, -21%, ?
> CCOC(=O)c1sc(SC)c(C(C)=O)c1C
  -1%, -7%, -23%
> O=C(CN1CCN(Cc2cccc3ccccc23)CC1)NCCc1ccccc1
  -1%, ?, -18%
> O=C(Cn1ncc2c1-c1ccccc1OC2)N1CCN(Cc2ccccc2)CC1
  -6%, ?, ?
> COc1cccc(CNC(=O)[C@@H]2CCCN2C(=O)[C@@H]2CCCN2C(=O)c2cccc(Cl)c2)c1
  ·, -28%, -29%
> COc1ccc2[nH]cc(CCNc3ccnc(-c4ccccc4Cl)n3)c2c1
  -15%, 12µM*, ?
> Cc1nn(-c2ccccc2)cc1/C=N/NS(=O)(=O)c1ccccc1
  -10%, -22%, -21%
> O=C(CSc1n[nH]c(-c2cccnc2)n1)Nc1ccc([N+](=O)[O-])cc1
  -7%, -16%, -1%
> O=C(CCC1CCCC1)NCCS(=O)(=O)N1CCN(c2ccc(F)cc2)CC1
  2%, -22%, -19%
> Cc1ccc(C(C)C)c(OCC(=O)Nc2ccc3c(c2)nc(CCN2CCCCC2)n3C)c1
  1%, ?, ?
> CCOC(=O)C(O)(CC(=O)Nc1ccc(Cl)cc1Cl)C(F)(F)F (centres undefined)
  -7%, 5%, 15%
> CCCCOC(=O)c1ccc(NC(=O)c2nn(C)cc2Br)cc1
  -11%, -26%, -19%
> CC(C)C(=O)Nc1ccc(C(=O)NNC(=O)c2ccco2)cc1
  -11%, 2%, -7%
> COc1cccc(NC(=O)CN(C)CC(=O)Nc2ccccc2-c2ccccc2)c1
  -8%, ?, 0%
> CCOc1ccccc1NC(=S)N1CCN(c2ccc(O)cc2)CC1
  -3%, ?, ?

(cont.)
Values in the order: KAT2A inh, TDP1 cell noCPT, TDP1 cell CPT
> CC1(C)CC(=O)C(C=NCC2CCN(C(=S)Nc3cccc(Cl)c3)CC2)=C(O)C1
  22%, ?, -19%
> O=C(CCN1CCOCC1)Nc1ccc2c(c1)N(C(=O)CN1CCOCC1)c1ccccc1CC2
  3%, 3%, -2%
> Cc1[nH]c(SCC(=O)Nc2cc(S(C)(=O)=O)ccc2Cl)nc1Cc1ccccc1
  -8%, ?, ?
> Cc1cn2c(N)c(C=C3C=C(Cl)C(=O)C(Cl)=C3)c(=O)nc2s1
  -8%, ?, ?
> CC(=O)c1cccc(NC(=O)C(CC(C)C)NC(=O)C2CCCCC2)c1 (centres undefined)
  2%, 13%, -15%
> CC1Cc2ccccc2N1C(=S)NC(=O)c1ccco1 (centres undefined)
  -6%, ?, ?
> O=C(Cn1nnc2ccccc2c1=O)NCc1ccco1
  -9%, -11%, -28%
> COc1ccc(NC(=O)CSc2nnc(-c3cccs3)o2)cc1
  -7%, -3%, -10%
> COc1ccccc1C1/C(=C(/O)c2ccc(C)cc2)C(=O)C(=O)N1CCN1CCOCC1 (centres undefined)
  24%, 13%, 9%
> COC(=O)c1ccc(/C=N/Nc2nc(-c3ccc(C)cc3)cs2)cc1
  -1%, -27%, -7%
> Cc1cccc(CNC(=O)c2oc3c(c2C)-c2nn(Cc4cccc(Cl)c4)cc2CC3)c1
  -11%, 29µM*, ?
> Clc1cc(Cl)c(OCCCCn2cncn2)c(Cl)c1
  -12%, -22%, ?
> Cc1cc(C)c2c(CN(Cc3ccccc3)Cc3ccccc3)cc(=O)oc2c1
  ·, 16µM*, 23µM*
> O=c1cc([O-])[n+]2c3n1CCCN3CCC2
  -4%, 17%, -9%
> COc1cccc(CNC(=O)CCCc2nnc3n(C)c(=O)c4sccc4n23)c1
  -4%, -15%, -27%
> O=C(c1ccc(Cl)c(S(=O)(=O)N2CCCC2)c1)N1CCN(Cc2ccccc2)CC1
  ·, ?, -28%
> COC1=C(NCc2ccc3c(c2)OCO3)C(=O)C(OC)=C(NCc2ccc3c(c2)OCO3)C1=O
  ·, -7%, -11%
